Compound activity: PubChem BioAssay, National Center for Advancing Translational Sciences (NCATS)
RXFP1 ag: qHTS Assay for Agonists of the Relaxin Receptor RXFP1. Potency, µM (doses to about 57.5 µM), without a hit: at the highest dose activation, usual class: activators. HEK293T-RXFP1 cAMP TR-FRET, 30 min; response scale: percent of porcine relaxin response, buffer zero. AID 2676, 2010. Relaxin receptor 1 (Homo sapiens), Q9HBX9. 0.3% of 370,000 active; also: % is scaled to controls: 0 for no effect and ±100 for the full control effect; nearly all actives have a fitted effect of over 60% in size; many of its hits are not listed in these tables
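HEK293 cells stably expressing RXFP1, treated 30 min at 37C with compounds plus PDE4 inhibitor Ro 20174; cAMP measured by HTRF TR-FRET. Normalized to buffer and 29 nM porcine relaxin; EC50 by Hill fit.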
USP1-UAF1 inh: Inhibitors of USP1/UAF1: Primary Screen | 0.23% of 390,000 active | Ubiquitin carboxyl-terminal hydrolase 1 (Homo sapiens), O94782 | Potency, µM (top dose mostly 57.1 µM), without a hit: at the top dose activity change, negative = inhibition, usual class: inhibitors | recombinant USP1/UAF1, Ub-Rhodamine cleavage fluorescence; also: % is scaled to controls: 0 for no effect and ±100 for the full control effect; nearly all actives have a fitted effect of over 60% in size; inactives centre near -12
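USP1/UAF1 complex (1 nM) preincubated 15 min at room temperature with compound, then Ub-Rho substrate (150 nM final) added. Kinetic fluorescence at 480/540 nm over 6 reads at 60 s intervals; 50 mM HEPES pH 7.8, 0.5 mM EDTA, 0.1 mg/ml BSA, 1 mM TCEP, 0.01% Tween-20.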
mIDH1 inhibitor: qHTS for Inhibitors of mutant isocitrate dehydrogenase 1 (IDH1): qHTS | Isocitrate dehydrogenase [NADP] cytoplasmic (Homo sapiens), O75874 | IDH1-R132H enzyme, NADPH consumption, diaphorase/resazurin fluorescence | 0.093% of 390,000 active | Potency, µM (series often up to 76.6 µM), inactives show top-dose activity change, negative = inhibition, most hits filed as inhibitors; also: % is scaled to controls: 0 for no effect and ±100 for the full control effect; nearly all actives have a fitted effect of over 65% in size
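IDH1-R132H (0.5 ug/mL) preincubated 30 min with compound, then NADPH (0.016 mM) and alpha-KG (2 mM) added; 80 min at RT, pH 7.5. Remaining NADPH coupled via diaphorase/resazurin to fluorescence (540/590 nm); concentration-response curves normalized to no-enzyme control.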
RGS4 inhibitor: Inhibitors of Regulator of G Protein Signaling (RGS) 4: qHTS; Transcreener GDP fluorescence polarization, RGS4-accelerated GTP hydrolysis; 0.039% of 390,000 active; Potency, µM (highest dose often 114 µM), for inactives: at the highest dose activity change, negative = inhibition, actives largely listed as inhibitors; AID 504845, 2011; also: % is scaled to controls: 0 for no effect and ±100 for the full control effect; nearly all actives have a fitted effect of over 75% in size; some results filed as inactive show a strong effect at the top dose
Target sequence (P49798 whole entry, looked up): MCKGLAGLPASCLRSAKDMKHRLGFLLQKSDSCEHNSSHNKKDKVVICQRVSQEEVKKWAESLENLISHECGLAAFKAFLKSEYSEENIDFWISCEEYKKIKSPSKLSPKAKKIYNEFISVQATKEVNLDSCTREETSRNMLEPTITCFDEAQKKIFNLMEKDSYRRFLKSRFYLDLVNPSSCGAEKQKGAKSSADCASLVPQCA
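MLSMR compounds (23 nl, pin-transferred) preincubated 10 min at room temperature with a 500nM (2x) first reagent, then RGS4 at 900nM (2x) plus Transcreener GDP mix added; fluorescence polarization (620/688 nm) read before and after 90 min at 30 °C.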
Vif-A3F inh: qHTS for Inhibitors of Vif-A3F Interactions: qHTS. Potency, µM (series often up to 46.1 µM), without a hit: top-dose activity, negative = active. HeLa A3F-eYFP + Vif (tagged APOBEC3F with the HIV-1 protein that degrades it), YFP fluorescence increase. 0.2% of 390,000 active; also: % of control where 0% means no effect; nearly all actives have a fitted effect of over 65% in size
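Fluorescence increase (Ex 488/Em 500-530) after overnight compound treatment at 37 deg C flags inhibition of Vif-driven A3F-eYFP loss in stable HeLa A3F-eYFP/Vif cells seeded overnight beforehand.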
ALOX12 inh: Primary qHTS assay for inhibitors of human arachidonate 12S-lipoxygenase (ALOX12): Round 2; 1.1% of 580,000 active; purified 12hLO, xylenol orange hydroperoxide absorbance; Polyunsaturated fatty acid lipoxygenase ALOX12 (Homo sapiens), P18054; AID 1671190, 2021; Potency, µM (doses to about 108 µM), for inactives: top-dose activity change, negative = inhibition, actives largely listed as inhibitors; also: % is scaled to controls: 0 for no effect and ±100 for the full control effect
Target sequence (P18054 whole entry, looked up): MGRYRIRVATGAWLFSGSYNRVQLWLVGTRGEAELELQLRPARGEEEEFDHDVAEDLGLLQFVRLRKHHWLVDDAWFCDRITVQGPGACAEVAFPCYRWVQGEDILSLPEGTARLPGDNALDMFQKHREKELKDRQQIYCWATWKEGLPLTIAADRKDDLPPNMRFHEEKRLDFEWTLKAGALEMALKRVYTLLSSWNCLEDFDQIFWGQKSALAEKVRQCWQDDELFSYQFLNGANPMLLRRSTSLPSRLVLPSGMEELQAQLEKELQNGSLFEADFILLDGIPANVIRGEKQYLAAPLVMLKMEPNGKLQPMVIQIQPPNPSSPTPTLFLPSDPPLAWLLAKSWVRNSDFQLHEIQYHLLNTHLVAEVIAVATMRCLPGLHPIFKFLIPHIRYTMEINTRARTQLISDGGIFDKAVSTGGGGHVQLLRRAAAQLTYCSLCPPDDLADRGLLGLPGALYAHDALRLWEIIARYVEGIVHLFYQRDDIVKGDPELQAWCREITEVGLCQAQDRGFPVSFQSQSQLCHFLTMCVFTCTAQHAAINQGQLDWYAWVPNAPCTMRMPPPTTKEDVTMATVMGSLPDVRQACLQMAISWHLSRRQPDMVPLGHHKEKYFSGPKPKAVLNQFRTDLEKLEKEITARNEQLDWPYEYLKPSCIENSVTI
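Purified human 12hLO (150 nM final) in 25 mM Hepes, 0.01% Triton X-100, pH 7.0 was preincubated 15 min at room temperature with compound. Then 40 uM arachidonic acid was added, 30 min. Hydroperoxide was read by Fe-XO absorbance ratio 573/405 nm.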
TrxR1 substrate: qHTS Assay for Substrates of Mammalian Selenoprotein Thioredoxin Reductase 1 (TrxR1): qHTS | Thioredoxin reductase 1, cytoplasmic (Rattus norvegicus), O89049 | purified TrxR1 substrate turnover, NADPH consumption readout | Potency, µM (top dose mostly 114 µM), inactives show top-dose activity change, negative = substrate turnover | 0.01% of 390,000 active | AID 588456, 2011; also: % is scaled to controls: 0 for no effect and ±100 for the full control effect; nearly all actives have a fitted effect of over 50% in size
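Rat TrxR1, dispensed at 90 nM, was prereduced with 400 uM NADPH (final) for 5 min at ~22 deg C, then incubated with compound 15 min before 400 uM selenite. A first-read NADPH fluorescence drop versus no-compound background flagged substrates.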
Vif-A3G inh: qHTS for Inhibitors of Vif-A3G Interactions: qHTS; HeLa A3G-eYFP + Vif (tagged APOBEC3G with the HIV-1 protein that degrades it), YFP fluorescence, overnight; AID 602310, 2012; 0.076% of 410,000 active; Potency, µM (doses to about 46.1 µM), for the others: top-dose activity, negative = active, most hits filed as inhibitors;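 also: % is scaled to controls: 0 for no effect and ±100 for the full control effect; nearly all actives have a fitted effect of over 60% in size; hits raise eYFP signal because A3G escapes Vif-driven loss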
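Read-out is eYFP fluorescence (Ex 488/Em 500-530) from Vif-expressing HeLa A3G-eYFP cells; more signal means A3G escaped Vif-mediated degradation. Cells plated overnight, compound pinned in, incubated overnight at 37 deg C.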
TrxR1 inh: qHTS Assay for Inhibitors of Mammalian Selenoprotein Thioredoxin Reductase 1 (TrxR1): qHTS | Thioredoxin reductase 1, cytoplasmic (Rattus norvegicus), O89049 | recombinant rTrxR1, NADPH fluorescence consumption, selenite substrate | Potency, µM (doses to about 114 µM), for the others: top-dose activity change, negative = inhibition, hits mostly inhibitors | 1% of 390,000 active; also: % is scaled to controls: 0 for no effect and ±100 for the full control effect; nearly all actives have a fitted effect of over 65% in size
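Rat TrxR1 (90 nM in the dispensed reagent) was pre-reduced with 400 uM NADPH for 5 min at room temperature, then incubated with compound for 15 min. After 400 uM selenite was added, NADPH fluorescence (Ex 340/Em 450 nm) was followed for 8 min.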
* marks the source's active call; other numbers are inactive results; ? = inconclusive; · = not tested or not shown; [ ] = another dose, or the depositor's remark. Calls follow the shape of the dose curve; as a rule, active = well fitted curve in the direction sought with a large enough effect; inconclusive = small, poorly fitted or top-dose-only effect, or another doubt; inactive = no such curve, though single readings can be large; an effect the other way counts as inactive or inconclusive. Potency is read from the fitted curve at half-maximal effect. A portion of the library, so the mix of outcomes need not match the whole.

SMILES	RXFP1 ag	USP1-UAF1 inh	mIDH1 inhibitor	RGS4 inhibitor	Vif-A3F inh	ALOX12 inh	TrxR1 substrate	Vif-A3G inh	TrxR1 inh
O=C(CSc1ncc(CO)n1Cc1ccc(Cl)cc1)NCc1ccc(F)cc1	-0.5%	-11%	-6%	5%	6%	-16%	4%[57.1 µM]	-1%	23%[57.1 µM]
COC(=O)c1cc(NC(=O)CN2C(=O)CSC2=O)ccc1Cl	-0.6%	-20%	3%	6%	4%	2%	-2%	5%	15%
CC1=CC(C)(C)N(S(=O)(=O)c2ccc(C)cc2)c2cc(C)ccc21	-0.6%	-11%	-2%	-24%	1%	21%	-8%	?	4%
COc1ccc(S(=O)(=O)N2CCOCC2)cc1NC(=O)Cc1c(Cl)cccc1Cl	12%	-5%	6%	-2%	?	0%	-3%	-1%	-7%
Cc1ccc(S(=O)(=O)Cc2csc(N)n2)cc1	0.9%	-10%	0%	19%	·	?	6%	-6%	-7%
COC(=O)[C@H](CCSC)NS(=O)(=O)c1ccccc1Br	0.0%	2%	9%	-15%	8%	11%	7%	-6%	21%
Cc1nc([N+](=O)[O-])cn1Cc1cccc2ccccc12	-0.7%	-19%	-5%	1%	1%	-4%	3%	2%	1%
CCn1nnnc1SCC(=O)Nc1ccc(F)cc1	-3.0%	-9%	4%	16%	13%	2%	1%	2%	23%
Cc1ccc([C@H]2C(C(=O)O)=CC[C@@H](c3cccc(C)c3)N2S(=O)(=O)c2ccc(C)cc2)cc1	·	?	-12%	18%	0%	5%	-3%	1%	0%
Cc1c2cn[nH]c(=O)c2c(C)n1-c1ccccc1	-1.8%	-21%	-2%	-11%	-1%	·	4%	0%	5%
COc1cc2sc3ccc(-c4ccc(CN5CCOCC5)cc4)cc3c(=O)c2cc1OC	·	-27%	1%	-40%	3%	7%	21%[57.1 µM]	5%	7%[57.1 µM]
CC(C)(C)CCN1CCC(CN2CCNC(=O)C2=O)CC1	·	-20%	-1%	-7%	1%	-17%	-5%	2%	4%
Cc1ccc([N+](=O)[O-])c(-c2n[nH]c(=S)n2-c2cccc(Cl)c2)c1	1.6%	-2%	10%	?	-3%	?	5%[2.29 µM]	-6%	-29%[57.1 µM]
CC(C)(C)SCCNC(=O)CN(c1ccc(F)cc1)S(C)(=O)=O	0.2%	1%	0%	-8%	-3%	6%	2%	0%	8%
O=[N+]([O-])c1ccc(/C=C2\CCC(C3=CCCC3)=C2N2CCOCC2)cc1	-1.1%	-10%	-15%	-24%	-9%	?	-10%	-1%	40µM*
CN(C(=O)c1cccc(NC(=O)Cc2ccc(NC(=O)C3CCN(C(=O)C4CCCCC4)CC3)cc2)c1)C1CCC1	·	-13%	-1%[38.3 µM]	-2%	2%	-4%	2%	-3%	9%
CCOC(=O)C1CCN(C(=O)CN(c2ccc3c(c2)OCCO3)S(C)(=O)=O)CC1	-0.9%	-14%	5%	8%	4%	3%	9%	-1%	22%
O=C(NCc1ccc2c(c1)OCO2)C1CCN(Cc2cnn(-c3ccccc3)c2-n2cccc2)CC1	1.5%	-20%	9%	-31%	-4%	-5%	1%	4%	17%
c1cnc2ccc(C(c3nnnn3C3CCCCC3)N3CCN(C4CCCCC4)CC3)cc2c1 (stereo not given)	·	-10%	9%	-12%[11.4 µM]	5%	0%	-6%	1%	13%[57.1 µM]
CCn1c(-c2ccccc2Cl)nn(CC(=O)Nc2ccc(OC)cc2)c1=S	0.5%	-1%	7%	2%	-3%	467%[activator]	-6%	-1%	4%

Molecules above with two or more sulfur atoms, in the order listed:
SMILES	RXFP1 ag	USP1-UAF1 inh	mIDH1 inhibitor	RGS4 inhibitor	Vif-A3F inh	ALOX12 inh	TrxR1 substrate	Vif-A3G inh	TrxR1 inh
Cc1ccc(S(=O)(=O)Cc2csc(N)n2)cc1	0.9%	-10%	0%	19%	·	?	6%	-6%	-7%
COC(=O)[C@H](CCSC)NS(=O)(=O)c1ccccc1Br	0.0%	2%	9%	-15%	8%	11%	7%	-6%	21%
CC(C)(C)SCCNC(=O)CN(c1ccc(F)cc1)S(C)(=O)=O	0.2%	1%	0%	-8%	-3%	6%	2%	0%	8%

An excerpt of these results, with values under each structure.
Below each compound – RXFP1 ag, USP1-UAF1 inh, mIDH1 inhibitor, RGS4 inhibitor, Vif-A3F inh, ALOX12 inh, TrxR1 substrate, Vif-A3G inh, TrxR1 inh
Cc1nc([N+](=O)[O-])cn1Cc1cccc2ccccc12
  -0.7%, -19%, -5%, 1%, 1%, -4%, 3%, 2%, 1%
CCn1nnnc1SCC(=O)Nc1ccc(F)cc1
  -3.0%, -9%, 4%, 16%, 13%, 2%, 1%, 2%, 23%
Cc1ccc([C@H]2C(C(=O)O)=CC[C@@H](c3cccc(C)c3)N2S(=O)(=O)c2ccc(C)cc2)cc1
  ·, ?, -12%, 18%, 0%, 5%, -3%, 1%, 0%

Next part:
SMILES	RXFP1 ag	USP1-UAF1 inh	mIDH1 inhibitor	RGS4 inhibitor	Vif-A3F inh	ALOX12 inh	TrxR1 substrate	Vif-A3G inh	TrxR1 inh
O=C1NCCCC1C(=O)N/N=C/c1ccccc1 (stereo not given)	-0.8%	1%	5%	14%	-2%	5%	-3%[57.1 µM]	2%	7%
CN1CCN(c2nc(-c3ccco3)cc(C(F)(F)F)n2)CC1	-0.2%	-4%	2%	6%	-18%	9%	2%	3%	26%
COc1ccc(NCC(=O)Nc2c(C)cccc2C)cc1S(=O)(=O)N1CCOCC1	·	?	14%	·	-6%	2%	·	-5%	·
COc1ccc(OCC(=O)Nc2c(C(=O)N3CCN(c4ccccc4)CC3)oc3ccccc23)cc1	0.0%	-26%	4%	-6%	-3%	-19%	4%	-1%	19%
COc1ccc(-c2ccc(OC(=O)NC3CCS(=O)(=O)C3)cc2)cc1 (stereo not given)	0.2%	-14%	-8%	14%	15%	?	-8%	1%	-12%
COCCSc1nnc(NC(=O)c2cc(C(=O)OC)cc([N+](=O)[O-])c2)s1	-0.3%	-20%	6%	9%	2%	-3%	1%[57.1 µM]	-4%	12%[57.1 µM]
CC(=O)N1CCN(C(=O)CSc2nnc(C)n2-c2ccccc2)CC1	-1.5%	-17%	0%	-14%	0%	0%	-2%	2%	9%
CCOc1ccc(NC(=O)CN(C)C(=O)c2cccnc2Sc2ccc(C)cc2C)cc1OCC	·	-5%	1%	24%	0%	1%	-11%	2%	-8%
COc1cc(S(=O)(=O)N2CC(=O)Nc3ccccc32)ccc1NC(C)=O	0.6%	-16%	12%	-25%	-5%	-49%	9%[0.0914 µM]	5%	17%[57.1 µM]
O=c1cc(Nc2ccc3c(c2)OCCO3)[nH]c(=O)n1C1CCCCC1	-2.9%	-8%	-3%	-10%	-12%	-4%	6%[57.1 µM]	?	24%[57.1 µM]
O=C(O)C(CCc1ccccc1)N1C(=O)c2ccccc2C1=O (stereo not given)	·	-16%	2%	2%	1%	1%	10%[57.1 µM]	0%	10%[57.1 µM]
O=C1c2nc3cc(-c4ccco4)[nH]n3c(=O)c2CN1Cc1ccccc1	15%	-6%	-1%	-33%	17%	22µM*	101%[activator][57.1 µM]	1%	7%[57.1 µM]
C[C@]12c3[nH]c4cc(-c5ccco5)ccc4c3CCN1C(=O)[C@@H](CC(=O)NCc1ccco1)C[C@@H]2C(=O)N1CCOCC1	·	-26%	1%[38.3 µM]	-36%	-3%	0%	42%[activator]	-12%	-10%
CN(C)S(=O)(=O)c1cccc(CSc2cccc[n+]2[O-])c1	-0.2%	1%	-6%	11%[11.4 µM]	-6%	0%	-3%	9%	11%
COC(=O)Nc1ccc(S(=O)(=O)Nc2cnc3ccccc3n2)cc1	-0.7%	-12%	-5%	-2%	13%	-12%	1%[57.1 µM]	0%	17%[57.1 µM]
COc1ccc(-c2noc(CN(C(=O)c3ccoc3C)C(C)C)n2)cc1	-0.7%	-21%	13%	0%	-5%	0%	-1%	10%	2%
CC(C)(C)NC(=O)CSc1ncnc2c1nnn2Cc1ccccc1Cl	0.3%	-10%	1%	?	0%	0%	-9%	-11%	-20%
COc1ccc(Cl)cc1NC(=O)CCCNC(=O)c1ccc(Cl)cc1	2.3%	-19%	-2%	-12%	-6%	?	0%	-7%	21%
CCN(Cc1ccccc1)C(=O)c1ccc(C(=O)N(CC)Cc2ccccc2)cc1	0.7%	-9%	-5%	12%	2%	28%	0%	2%	40%[activator]
